# IMPase Li inh = IMPase inhibition in cells with lithium potentiation; Potency, µM (highest dose often 59.4 µM), for the others: at the highest dose activity, negative = IMPase inhibition, actives largely listed as inhibitors; CHO-M1 cells, IP1 TR-FRET (IP-One), carbachol + lithium; 210,000 tested, 0.35% active;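 also: IP1 builds up when IMPase is blocked and the TR-FRET signal falls; potency is read from the fitted curve at half-maximal effect; plate controls were basal vehicle for no effect and high inhibitor control for full effect; nearly all actives have a fitted effect of over 50% in size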
#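 Test compounds were applied to CHO-M1 cells previously cultured for 16–30 h at 2000 per well. A small lithium amount accompanied them; after 30 min at 37C, IP1 was quantified by TR-FRET.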
# CBFb RUNX1 block = CBF-beta/RUNX1 interaction disruption; AlphaScreen CBFb-His/RUNX1-biotin binding, biochemical; 230,000 tested, under 10 active; AID 1477; Q01196+Q13951; Potency, µM (highest dose often 59.8 µM), for inactives: top-dose activity, negative = inhibition, actives largely listed as inhibitors; also: % of control where 0% means no effect
# Target sequence (Q01196 whole entry, looked up): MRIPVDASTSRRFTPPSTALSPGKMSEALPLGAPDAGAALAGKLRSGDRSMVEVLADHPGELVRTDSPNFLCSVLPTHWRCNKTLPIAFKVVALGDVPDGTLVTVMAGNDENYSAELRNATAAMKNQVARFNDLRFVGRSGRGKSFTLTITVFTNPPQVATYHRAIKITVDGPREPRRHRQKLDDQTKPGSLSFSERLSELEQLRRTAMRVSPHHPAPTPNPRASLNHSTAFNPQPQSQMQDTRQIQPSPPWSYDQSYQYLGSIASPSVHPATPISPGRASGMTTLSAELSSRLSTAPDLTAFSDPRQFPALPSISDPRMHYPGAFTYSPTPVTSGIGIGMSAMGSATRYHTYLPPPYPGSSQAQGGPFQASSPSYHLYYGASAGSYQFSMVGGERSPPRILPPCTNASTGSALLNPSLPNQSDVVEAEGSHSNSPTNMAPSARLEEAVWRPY
# Target sequence (Q13951 whole entry, looked up): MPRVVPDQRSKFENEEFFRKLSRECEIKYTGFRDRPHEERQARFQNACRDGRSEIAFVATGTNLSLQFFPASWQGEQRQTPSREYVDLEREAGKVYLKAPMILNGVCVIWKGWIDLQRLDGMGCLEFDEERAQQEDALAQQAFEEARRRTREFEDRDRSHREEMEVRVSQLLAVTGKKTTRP
#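 Interaction loss through any mechanism counts as activity. Pre-formed complex of His-CBF-beta and biotin-RUNX1 (30 nM apiece) is incubated with compound 15 min, then with 50 ng nickel and 50 ng streptavidin beads for 90 min before AlphaScreen detection.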
# HTT ATP protect = cytoprotection in Huntington HTT-Q103 PC12 cell model; PC12 HTT-Q103 induced, cytoprotection, ATP luminescence, 40 h; Potency, µM (highest dose often 56.4 µM), for the others: cytoprotection (ATP increase), actives largely listed as activators; 230,000 tested, 0.14% active;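 also: potency is read from the fitted curve at half-maximal effect; % of control where 0% means no effect; nearly all actives have a fitted effect of over 45% in size; toxic huntingtin expression switched on by the ecdysone agonist tebufenozide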
#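 Compounds added alongside 100 nM tebufenozide, which induces toxic Q103 huntingtin exon 1-GFP in stable PC12 cells; surviving cells quantified by luminescent ATP measurement. Medium: phenol red-free DMEM, 5% equine and 5% calf serum.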
# Lamin A splicing = LMNA splicing modulation; HeLa LMNA splicing GFP/RFP minigene ratio, 48 h; Potency, µM (doses to about 46.1 µM), inactives show top-dose ratio change, negative = inhibition, most hits filed as inhibitors; 200,000 tested, 0.01% active; active = well fitted inhibition curve with a large enough effect in the signal ratio, with a control signal flat, not every such curve was filed as active; inconclusive = small, poorly fitted or top-dose-only effect, or effect the other way, or a change in a side signal; the % refers to the signal ratio; also: potency is read from the fitted curve at half-maximal effect; % is scaled to controls: 0 for no effect and ±100 for the full control effect
#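 S3 HeLa cells stably expressing lamin A-EGFP splicing minigene plus DsRed2, 600 cells/well, 48 h compound exposure at 37C. Laser-scanning cytometry; analysed as GFP (500-530 nm)/RFP (575-640 nm) total intensity ratio; 0.5% DMSO vehicle.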
# HttQ103 aggreg = reduces HttQ103-GFP aggregates in PC12 cells. AID 1688. PC12 HttQ103-GFP aggregates, Acumen cytometry, 40 h. 220,000 tested, 1.1% active. Potency, µM (doses to about 46.1 µM), without a hit: at the highest dose activity change, negative = inhibition, usual class: inhibitors; also: potency is read from the fitted curve at half-maximal effect; % is scaled to controls: 0 for no effect and ±100 for the full control effect; nearly all actives have a fitted effect of over 60% in size
#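 Aggregates are detected as GFP objects 1–25 µm with signal 6 STDEV over background in lysates of induced PC12 cells. These carry Huntingtin exon 1 with 103 glutamines fused to GFP under an ecdysone promoter; compounds titrated.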
# KinaseGlo FLuc = blocks Kinase-Glo luciferase, a counter-screen artifact; Kinase-Glo luciferase, ATP luminescence, 8 min; Potency, µM (top dose mostly 38.3 µM), for inactives: top-dose activity change, negative = inhibition, actives largely listed as inhibitors; 200,000 tested, 0.28% active; Q27757; also: potency is read from the fitted curve at half-maximal effect; % is scaled to controls: 0 for no effect and ±100 for the full control effect; nearly all actives have a fitted effect of over 60% in size
#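 Inhibition of Kinase-Glo luciferase light generation was assessed at 10 uM ATP in pH 7.2 imidazole buffer, with luminescence measured after eight minutes at ambient temperature.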
# SMN2 splice enh = enhancers of SMN2 splice variant expression; HEK293 SMN2-luciferase splicing reporter, luminescence, 30-36 h; Potency, µM (series often up to 46.1 µM), for inactives: at the top dose activity change, positive = activation, hits mostly activators; 210,000 tested, 2.8% active; also: potency is read from the fitted curve at half-maximal effect; % of control where 0% means no effect; nearly all actives have a fitted effect of over 55% in size
#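 HEK293 cells carry an SMN2 minigene-luciferase reporter in which exon 7 inclusion puts luciferase in frame. Cells were seeded at 2000 cells/well, attached for 10-12 hours, then exposed to compounds for 30-36 hours at 37C before ONE-Glo luminescence.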
# * hit, by the source's call; ? = inconclusive; . = not tested or not shown; & = joins results of further samples; [ ] = remark or other dose. Unless noted, calls follow the shape of the dose curve; as a rule, active = well fitted curve in the direction sought with a large enough effect; inconclusive = small, poorly fitted or top-dose-only effect, or another doubt; inactive = no such curve, though single readings can be large; an effect the other way counts as inactive or inconclusive.
SMILES,IMPase Li inh,CBFb RUNX1 block,HTT ATP protect,Lamin A splicing,HttQ103 aggreg,KinaseGlo FLuc,SMN2 splice enh
Cc1cccc(N2CCN(C(=O)C3CCN(S(=O)(=O)c4cccc5nsnc45)CC3)CC2C)c1 (configuration not stated),39%[activator][38.3 µM],-8%,6%[10 µM],?,?,5%,-55%[inhibitor]
COc1ccc(C2(O)CCN(CC(=O)Nc3nccs3)CC2)c(OC)c1,35%[38.3 µM],-3%,-7%,13%,5%,-3%,-8%
C/C(=N\NC(=O)c1ccccc1)c1ccc(-n2ccnc2)cc1,.,-14%,6%[10 µM],13%,3%,.,.
CCN(CC)c1ccc(/C=N/Nc2ccccc2)c(O)c1,3%[38.3 µM],-9%,-11%,21%,16%,-7%,5%
CCN(CC)C(=O)CN(c1cc2c(cc1OC)oc1ccccc12)S(=O)(=O)c1ccc(C)cc1,18%[38.3 µM],-5%,5%,0%,-13%,5%,10%
COc1ccc(C)cc1NC(=O)CSc1nnc(COc2ccc(C)cc2)n1Cc1ccco1,9%[38.3 µM],-1%,-10%,?,2%,-7%,-16%
COc1ccc(C(=O)N2CCN(S(=O)(=O)N3CCOCC3)CC2)cc1OC,18%[38.3 µM],4%,18%[1.9 µM],0%,-7%,-1%,0%
O=C(COC(=O)c1cccnc1Cl)c1ccc(F)cc1,-6%,1%,-10%,.,14%,-15%,14%
O=C(OCc1ccccc1)c1ccc(Br)o1,-8%[38.3 µM],14%,22%[10 µM],6%,-22%,3%,-12%
O=C(NCC(=O)N(CC1CCCO1)C1(C(=O)NC2CCCCC2)CCCCC1)c1ccccc1 (configuration not stated),-9%[38.3 µM],-2%,18%,-4%,17%,-3%,-19%
COc1ccc(-c2cnc3nc[nH]c(=O)c3n2)cc1,-8%,2%,-1%[10 µM],-23%,5%,0%,9%
CC(C)(C)c1cc(OS(C)(=O)=O)ccc1O,0%,0%,2%[10 µM],.,-15%[9.22 µM],-1%,.
CCC(C(=O)c1ccccc1)P(=O)(NN)c1ccccc1 (configuration not stated),.,-2%,-18%[10 µM],.,-6%[9.22 µM],.,.
CCOC(=O)CN1CC23C=CC(O2)C(C(=O)NCc2ccccc2OC)C3C1=O (configuration not stated),24%[38.3 µM],11%,-15%,-4%,1%,0%,15%
CCCOc1ccc(N2C(=O)CC(N3CCC(O)(c4cccc(C(F)(F)F)c4)CC3)C2=O)cc1 (configuration not stated),10%[38.3 µM],-2%,-18%,0%,-26%,0%,-12%
CCCCN(C(=O)CCC(=O)Nc1cc(C)on1)C(C(=O)NC(C)(C)CC)c1cccc(OC)c1OC (configuration not stated),.,15%,-16%[10 µM],.,-11%[9.22 µM],.,.
CCN(CC)C(=O)CSc1ncccc1-c1nc2ccccc2[nH]1,7%,6%,14%[10 µM],?,-2%[9.22 µM],1%,.
Cc1ccc(-n2c(=O)c3sccc3n(CC(=O)NC3CCCCC3)c2=O)cc1,14%,-3%,-34%[inhibitor],.,20%,5%,-22%
COc1cc(C(=O)CSc2nncn2C)cc(OC)c1OC,0%[38.3 µM],-2%,1%,7%,-9%[9.22 µM],4%,-6%
COc1ccc(S(=O)(=O)Nc2ccc(S(=O)(=O)N3CCOCC3)cc2)cc1,4%[38.3 µM],2%,-7%,-4%,9%,1%,1%
O=C(Nc1ccc(N2CCOCC2)cc1)c1cc(F)c(F)cc1Cl,-1%,10%,14%[10 µM],7%,0%,-2%,24%
Cc1noc(C)c1COc1cccc(C(=O)Oc2ccc3c(c2)OCO3)c1,9%,28%,27%[10 µM],-18%,-5%,-2%,16%
Cc1cc(C(=O)OCC(=O)Nc2nnc(C(C)C)s2)c2ccccc2n1,-7%,5%,-14%[10 µM],-11%,0%,1%,10%[1.84 µM]
O=C(NCc1cccnc1)c1ccc2c(c1)OCO2,-14%[38.3 µM],4%,-12%,-1%,7%,-2%,-7%
COc1ccc(C(=O)Cc2ccc(OC)c(OC)c2)cc1,-3%[38.3 µM],-2%,11%[10 µM],?,.,-8%,-7%
CCOc1ccccc1N1CCN(C(=O)c2c(-c3ccccc3Cl)noc2C)CC1,12%,-3%,1%[10 µM],?,-11%,-4%,-41%[inhibitor]
CCCc1cnc(N2CCN(S(=O)(=O)c3cccs3)CC2)nc1,.,21%,14%[10 µM],.,9%[9.22 µM],.,.
CCN1CCN(Cc2ccc(NC(=O)c3ccc(C)c(NC(=O)C(=O)c4c[nH]c5ccccc45)c3)cc2C(F)(F)F)CC1,.,-10%,24%[10 µM],.,?,.,.
CCCCC(=O)Nc1cc2nn(-c3ccc(OC)cc3)nc2cc1C,?,-2%,-15%,-5%,4%,-5%,?
O=S(=O)(c1cccc(S(=O)(=O)N2CCC(Cc3ccccc3)CC2)c1)N1CCOCC1,23%,3%,21%[10 µM],?,-9%,-2%,-43%[inhibitor]
CCN(C(=O)Cc1ccc(Br)cc1)C1CCCCC1,-1%[38.3 µM],2%,12%,13%,7%,3%,-12%
COc1ccc(-c2cc(C(F)(F)F)nc(SCCC(=O)N3CCOCC3)n2)cc1,31%[38.3 µM],10%,-10%[10 µM],-13%,1%,5%,-14%
Cc1noc(C(=O)Nc2ccc3c(c2)OCO3)c1Cl,6%,0%,-13%,-9%,-6%,-12%,?
Cc1cc(NC(=O)CSc2nnc(-c3ccncc3)n2-c2ccccc2)no1,-8%,-1%,6%[10 µM],.,6%,3%,3%
N#Cc1c(/N=C/N2CCCC2)oc(-c2ccccc2)c1-c1ccccc1,16%[38.3 µM],2%,-2%[10 µM],-11%,8%,3%,-65%[inhibitor]
O=C(Cn1ncc2c(=O)oc3ccccc3c21)NCc1cccnc1,-3%,2%,-4%,.,18%,.,.
O=C(O)c1ccc(COc2cccc(CO)c2)cc1,3%[38.3 µM],10%,0%,-1%,18%,-23%,?
CCOC(=O)CC1=CSC2=NS(=O)(=O)CCN12,-11%[38.3 µM],0%,-1%,4%,-5%,-1%,-4%
O=C(NCCc1ccncc1)Nc1ccc(Cl)c(Cl)c1,-1%,-8%,.,.,-6%,0%,-7%
CC(C)(C)NC(=O)NC(=O)CSc1ncc(C(F)(F)F)cc1Cl,21%[38.3 µM],0%,5%,-2%,-2%,-3%,-5%
O=c1c(-c2ccc(Cl)cc2)nc2cnc(N3CCOCC3)nc2n1C[C@H]1CCCO1,7%,.,-4%,8%,.,.,.
O=C(Nc1ccc([N+](=O)[O-])cc1)C1(c2ccccc2)CCOCC1,5%,2%,.,?,13%,0%,3%
O=C(COC(=O)CCC(=O)c1ccc2c(c1)OCCO2)NCc1ccc2c(c1)OCO2,-15%[38.3 µM],2%,10%[10 µM],3%,23%,1%,8%
Cc1ccnc(NC(=S)NC(=O)c2ccco2)c1,-9%[38.3 µM],3%,-35%,1%,3%,-17%,88%
NC(=O)[C@H]1CC2(CC(c3cccc(NC(=O)COc4ccc(Cl)cc4)c3)=NO2)CN1C(=O)[C@H]1CCC(=O)N1 (some centres not stated),.,10%,3%[10 µM],.,-2%[9.22 µM],.,.
Cc1cc(C)n(-c2nnc(C)n2/N=C/c2ccccc2OCc2ccccc2Cl)n1,17%[38.3 µM],-1%,-7%[10 µM],?,?,-1%,-6%
CCCC(=Nc1ccc(N)cc1)C1=C(O)C(C(=O)OC)C(C)(C)CC1=O (configuration not stated),61%[activator][38.3 µM],-9%,-20%,19%,20%,13%,18%
CC(C)(C)c1cc(=O)n2c(C#N)c(C#N)nc2[nH]1,-12%[38.3 µM],0%,15%,-13%,-10%,0%,6%
CCOC(=O)c1cnc(-n2nc(C)cc2C)nc1Nc1ccc2c(c1)OCO2,18%[38.3 µM],5%,2%[0.074 µM],6%,?,-1%,-3%
O=c1[nH]nc2n1CCCCC2,.,1%,4%,13%,3%,.,.
O/N=C/c1ccc(OCC(O)COc2ccc(/C=N/O)cc2)cc1,29%[38.3 µM],1%,-16%,-8%,11%,-3%,-9%
CN(C)CCC(c1ccccc1)c1ccccn1 (configuration not stated),20%&23%&30%&25%,-3%,-25%&12%,?,-7%&19%,1%&-2%&5%,-10%&8%&12%&-27%
COc1ccc(NC(=O)c2ccc(-c3nn(C)c(=O)c4ccccc34)cc2)cc1C(N)=O,.,10%,8%[10 µM],.,-1%[9.22 µM],.,.
O=C(COC(=O)COc1ccccc1[N+](=O)[O-])Nc1ccccc1Br,-1%,17%,-31%[10 µM],-8%,21%,-2%,-20%
COc1ccc(N/N=C/c2c(C(=O)O)ccc3ccccc23)cc1,.,?,-71%[inhibitor][10 µM],.,-34%[9.22 µM],.,.
O=C(OCn1nnc2ccccc2c1=O)c1ccc(S(=O)(=O)N2CCOCC2)cc1,17%[38.3 µM],-2%,10%[10 µM],9%,-4%,-2%,6%
COc1ccc(-c2cc(C(F)F)n3ncc(C(=O)Nc4cnn(Cc5ccccc5)c4)c3n2)cc1,11%,12%,5%[10 µM],.,14%[9.22 µM],.,.
COc1ccc(NC(=S)N/N=C/c2cccn2Cc2ccc(F)cc2Cl)cc1,3%,?,4%,-11%[46 µM],-5%,1%,-27%
S=C(NCC1CCCO1)Nc1ccc(Cl)cc1Cl (configuration not stated),0%,0%,22%[10 µM],-5%,12%,2%,?
Cc1ccc(-c2ccc(C(=O)Nc3ccccc3)o2)c2ccccc12,12%,-1%[2.36 µM],.,?,4%,-3%,-5%
CCCC(=O)Nc1nnc(CC(=O)OCC)s1,-14%[38.3 µM],7%,-10%[0.074 µM],0%,-2%,3%,11%
S=C(NC1CCCCC1)NC1CC2C=CC1C2 (configuration not stated),.,4%,14%[10 µM],.,-5%[9.22 µM],.,.
CN(C)/C=N/S(=O)(=O)c1ccc(Cl)c(Cl)c1,.,0%,-12%[10 µM],0%[46 µM],-10%[9.22 µM],.,.

# Three entries from above, arranged by the number in IMPase Li inh, descending:
SMILES	IMPase Li inh	CBFb RUNX1 block	Lamin A splicing	HttQ103 aggreg
O=S(=O)(c1cccc(S(=O)(=O)N2CCC(Cc3ccccc3)CC2)c1)N1CCOCC1	23%	3%	?	-9%
CCN(CC)C(=O)CSc1ncccc1-c1nc2ccccc2[nH]1	7%	6%	?	-2%[9.22 µM]
O=C(NCCc1ccncc1)Nc1ccc(Cl)c(Cl)c1	-1%	-8%	.	-6%
